Tb PFK inh: qHTS Assay to Find Inhibitors of T. brucei phosphofructokinase. ATP-dependent 6-phosphofructokinase (Trypanosoma brucei brucei), O15648. T. brucei PFK, ADP-Glo luminescence. Potency, µM (doses to about 57.5 µM), for the others: top-dose activity, negative = inhibition, usual class: inhibitors. hit rate 0.17% among 330,000;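 also: potency is read from the fitted curve at half-maximal effect; 0% = uninhibited 1x PFK enzyme wells and -100% = no-enzyme wells; nearly all actives have a fitted effect of over 60% in size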
Target sequence (O15648 whole entry, looked up): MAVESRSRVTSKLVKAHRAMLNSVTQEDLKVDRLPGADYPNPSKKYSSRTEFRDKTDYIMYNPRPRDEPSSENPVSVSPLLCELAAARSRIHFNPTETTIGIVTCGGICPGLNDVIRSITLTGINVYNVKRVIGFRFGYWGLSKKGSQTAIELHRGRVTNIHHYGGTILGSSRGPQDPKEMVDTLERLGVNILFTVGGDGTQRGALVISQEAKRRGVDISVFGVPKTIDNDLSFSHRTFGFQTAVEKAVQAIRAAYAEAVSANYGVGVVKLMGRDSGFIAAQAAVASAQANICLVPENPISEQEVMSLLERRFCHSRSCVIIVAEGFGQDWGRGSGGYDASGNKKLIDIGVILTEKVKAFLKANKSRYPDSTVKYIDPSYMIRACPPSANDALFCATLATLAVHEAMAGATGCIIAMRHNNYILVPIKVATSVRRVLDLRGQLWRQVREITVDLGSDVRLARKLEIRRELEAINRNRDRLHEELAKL
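In TEA buffer at pH 8.0 with 5 mM MgCl2, enzyme (1.25 nM) converted F6P (0.5 mM) and ATP (0.1 mM) for 45 min at room temperature. ADP product was read by luciferase luminescence.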
KCNH2 3.1 inh: qHTS for Inhibitors of KCHN2 3.1: Mutant qHTS. Potassium voltage-gated channel subfamily H member 2, brain isoform KCNH2 3.1 (human). U2OS KCNH2 3.1, thallium flux FluxOr; stronger effect = lower value. activity change, % (tested at about 1.8 µM). hit rate 0.95% among 340,000. AID 720553, 2013;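 active = maximum activity change below -70%; inconclusive = maximum activity change from -70% to -50%; inactive = maximum activity change above -50%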;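 also: thallium influx rate constant from kinetic fluorescence after stimulation buffer; % is scaled to controls: 0 for no effect and ±100 for the full control effect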
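We transduce U2OS cells with the mutant 3.1 virus, culture them overnight, load FluxOr with Red40 quencher for 45 min, then add stimulation buffer and read kinetically for 2 min to derive a normalized rate constant.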
FLuc modulator: qHTS profiling assay for firefly luciferase inhibitor/activator using purifed enzyme and Km concentrations of substrates (counterscreen for miR-21 project); Luciferin 4-monooxygenase (Photinus pyralis), P08659; hit rate 6.9% among 360,000; AID 588342, 2011; Potency, µM (series often up to 57.5 µM), inactives show at the top dose activity change, negative = inhibition, actives largely listed as inhibitors; purified FLuc, Km substrates, luminescence inhibition;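 also: potency is read from the fitted curve at half-maximal effect; plate controls were vehicle for no effect and reference inhibitor for full effect; nearly all actives have a fitted effect of over 55% in size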
Target sequence (P08659 whole entry, looked up): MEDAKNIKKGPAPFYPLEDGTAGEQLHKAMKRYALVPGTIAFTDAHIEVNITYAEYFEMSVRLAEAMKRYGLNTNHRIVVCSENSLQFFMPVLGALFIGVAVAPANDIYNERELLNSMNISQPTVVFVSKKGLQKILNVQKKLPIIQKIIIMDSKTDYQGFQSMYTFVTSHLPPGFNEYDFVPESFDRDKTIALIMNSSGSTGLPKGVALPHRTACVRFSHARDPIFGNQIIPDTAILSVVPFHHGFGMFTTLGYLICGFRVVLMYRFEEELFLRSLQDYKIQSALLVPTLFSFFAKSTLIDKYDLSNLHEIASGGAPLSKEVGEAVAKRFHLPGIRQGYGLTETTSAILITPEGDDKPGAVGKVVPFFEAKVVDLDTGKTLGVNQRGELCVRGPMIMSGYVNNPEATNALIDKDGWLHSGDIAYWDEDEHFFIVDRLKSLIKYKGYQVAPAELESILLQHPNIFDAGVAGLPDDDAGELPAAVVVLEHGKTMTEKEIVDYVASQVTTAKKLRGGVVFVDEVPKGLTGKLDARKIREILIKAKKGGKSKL
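Purified P. pyralis luciferase, 10 nM final, with Km-level 10 uM D-luciferin and 10 uM ATP in 50 mM Tris acetate pH 7.5, 10 mM Mg acetate, 0.01% Tween-20, 0.05% BSA; 6-point qHTS titration about 60 µM downward; luminescence read.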
Giardia killer: Small Molecules that selectively kill Giardia lamblia: qHTS. Giardia lamblia trophozoite viability. activity change, % at 7.66 µM, hits read low. hit rate 0.15% among 340,000; in the data active = activity change below about -80%; inconclusive = between about -30% and that limit;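 also: parasites exposed to compound for two days anaerobically before the ATP read; % is scaled to controls: 0 for no effect and ±100 for the full control effect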
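Luminescent ATP signal served as the viability read-out, measured 15-30 min after adding ATP detection reagent to trophozoites that had been incubated with compounds for 48 hrs at 37 deg C anaerobically at 100 cells/well.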
NPC1 promoter act: qHTS Assay for NPC1 Promoter Activators; Huh7 NPC1 promoter luciferase reporter, 24 h; Potency, µM (highest dose often 9.22 µM), for inactives: at the top dose activation, most hits filed as activators; hit rate 2.4% among 320,000;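 also: potency is read from the fitted curve at half-maximal effect; % of control where 0% means no effect; nearly all actives have a fitted effect of over 60% in size; reporter is driven by a mutant NPC1 promoter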
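Luminescence from an NPC1 promoter-driven luciferase reporter in stably transfected Huh7 cells was measured after 24 h compound treatment at 37 °C, followed by 10 min ambient incubation with luciferase detection reagent.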
RORg inh: qHTS for inhibitors of ROR gamma transcriptional activity | Drosophila S2 Gal4-RORgamma UAS-luciferase reporter, 20 h | hit rate 5.4% among 310,000 | Nuclear receptor ROR-gamma (Mus musculus), P51450 | Potency, µM (highest dose often 53.6 µM), for inactives: at the top dose activity change, negative = inhibition, most hits filed as inhibitors; also: potency is read from the fitted curve at half-maximal effect; % is scaled to controls: 0 for no effect and ±100 for the full control effect; nearly all actives have a fitted effect of over 60% in size
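Luciferase reporter read in Schneider cells carrying Gal4-RORγ (mouse) and UAS-Photinus luciferase; cells given compound 1 h before 700 uM copper sulfate induction, then incubated 20 h at ambient temperature.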
uPA surface inh: qHTS for Inhibitors of Cell Surface uPA Generation; cell surface uPA generation assay, qHTS; Potency, µM (top dose mostly 38.3 µM), inactives show at the highest dose activity change, negative = inhibition, most hits filed as inhibitors; hit rate 0.31% among 330,000; AID 540303, 2011; active = well fitted inhibition curve with a large enough effect; inconclusive = small, poorly fitted or top-dose-only effect; inactive = no such curve, though single readings can be large or run the other way; tested in mouse RAW 264.7 cells; also: potency is read from the fitted curve at half-maximal effect; % is scaled to controls: 0 for no effect and ±100 for the full control effect; nearly all actives have a fitted effect of over 55% in size
Rab9 promoter act: qHTS Assay for Rab9 Promoter Activators; Huh7 Rab9 promoter-luciferase reporter, luminescence, 24 h; Potency, µM (titrated, usually from 9.22 µM), inactives show at the highest dose activation, negative = inhibition, usual class: activators; hit rate 2.8% among 320,000; AID 485297, 2010; also: potency is read from the fitted curve at half-maximal effect; % of control where 0% means no effect; nearly all actives have a fitted effect of over 60% in size
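Luciferase signal after 10 min detection reagent at ambient indicates Rab9 promoter upregulation; stably transfected Huh7 cells were treated 24 h with compound in DMSO at 37 °C, 5% CO2.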
ELG1 genotoxic: qHTS screen for small molecules that induce genotoxicity in human embryonic kidney (HEK293T) cells expressing luciferase-tagged ELG1; HEK293T ELG1-luciferase reporter, luminescence, 16 h; Potency, µM (series often up to 46 µM), without a hit: top-dose activity change, positive = activation, most hits filed as activators; hit rate 1.3% among 330,000; AID 504466, 2011; also: potency is read from the fitted curve at half-maximal effect; % of control where 0% means no effect; nearly all actives have a fitted effect of over 60% in size
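Screening used a luciferase reporter fused to human ELG1 in HEK293T cells. Luminescence was read on a CCD plate imager after 16 hr exposure and 30 min ONE-Glo incubation.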
Coupling enz: qHTS Assay for Inhibitors of Fructose-1,6-bisphosphate Aldolase from Giardia Lamblia: Coupling assay counterscreen | coupling enzyme system counterscreen, AmpLite Red fluorescence | activity change, negative = inhibition, % at 58.2 µM, hits read low | hit rate 0.67% among 290,000 | AID 2472, 2010; in the data active = activity change below about -30%; also: % is scaled to controls: 0 for no effect and ±100 for the full control effect
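Activity here indicates interference with the coupling reaction, not aldolase inhibition. Compounds at 57.5 uM final met coupling enzymes for 10 min at RT; substrate and AmpLite Red detection followed, with a 525/598 nm fluorescence read after 20 min.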
Gal4-VP16 FLuc: VP16 counterscreen qHTS for inhibitors of ROR gamma transcriptional activity. hit rate 3.5% among 310,000. Potency, µM (series often up to 53.6 µM), for inactives: at the top dose activity, negative = inhibition, actives largely listed as inhibitors. Drosophila S2 Gal4-VP16 UAS-luciferase, luminescence, 20 h. AID 2546, 2010;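 also: Gal4-VP16 expression switched on by copper sulfate through the metallothionein promoter; potency is read from the fitted curve at half-maximal effect; % is scaled to controls: 0 for no effect and ±100 for the full control effect; nearly all actives have a fitted effect of over 50% in size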
* marks the source's active call; other numbers are inactive results; u = inconclusive; x = no result given; [ ] = another dose, or the depositor's remark. Unless noted, calls follow the shape of the dose curve; as a rule, active = well fitted curve in the direction sought with a large enough effect; inconclusive = small, poorly fitted or top-dose-only effect, or another doubt; inactive = no such curve, though single readings can be large; an effect the other way counts as inactive or inconclusive.

Structure,uPA surface inh,KCNH2 3.1 inh,Tb PFK inh,ELG1 genotoxic,FLuc modulator,NPC1 promoter act,RORg inh,Gal4-VP16 FLuc,Giardia killer,Rab9 promoter act,Coupling enz
CN(C)N1C(=O)CC(NNC(=O)c2ccncc2)C1=O (stereo not given),-1.3%,-5.8,-0.8%,0.1%,-0.1%,1.3%,19.7%,-9.5%,-19.5,2.5%,1.5
CCn1c(SCc2nc3scc(-c4ccccc4)c3c(=O)[nH]2)nnc1-c1cccs1,-0.5%,-5.8,-8.6%,-7.5%,3.3%,1.0%,u,-19.9%,2.2,-5.7%,-14.6
COc1cccc(Nc2nc(-c3ccccc3O)nc3ccccc23)c1,-4.5%,-3.8,-2.1%,-5.5%,-11.9%,-1.1%,-3.2%,2.5%,3.6,-1.8%,0.5
O=C(CNC(=O)c1ccccc1F)Nc1ccc2c(c1)CCC2,-2.3%,-6.3,0.1%,u,-19.2%,u,x,x,8.1,u,x
O=C(N/N=C/c1cn(-c2ccccc2)nc1-c1cccnc1)c1ccccc1,-4.0%,-11.6,-6.5%,-2.7%,u,-6.2%,5.62µM*,-1.7%,-0.2,20.1%,1.1
O=[N+]([O-])c1ccc(N(c2ccccc2)c2ccccc2)cc1,2.4%,-6.4,-5.4%,-3.6%,-2.0%,-1.0%,28.9%,u,17.0,-3.7%,0.0
COc1ccc(-c2csc(Nc3ccc(S(N)(=O)=O)cc3)n2)cc1,0.1%,5.1,-4.8%,-16.2%,u,-1.2%,41.4%,2.5%,4.5,0.7%,2.8
O=C1S/C(=C/c2ccc(N3CCOCC3)o2)C(=O)N1Cc1ccc(F)cc1,-0.4%,-30.8,-3.9%,1.1%,u,-0.5%,24.0%,-14.6%,17.8,-4.0%,x
CCC1Nc2ncnc(N3CCCCC3)c2N(Cc2ccc(C)cc2)C1=O (stereo not given),-16.5%,-13.0,3.3%,-0.4%,x,x,x,x,-8.0,x,x
COc1ccc2c(c1)OC(=O)CC2c1ccccc1OC (stereo not given),1.7%,-12.5,-1.3%,5.2%,x,x,-28.9%,1.3%,-2.5,x,-0.2
O=C(CN1CCN(S(=O)(=O)c2ccccc2)CC1)NC(=O)NC1CCCCC1,-0.7%,3.3,-3.5%,-6.1%,0.7%,-0.2%,22.7%,-7.2%,-0.4,-6.3%,2.8
c1ccc(CN=C2Nc3ccccc3CS2)nc1,-1.1%,-11.6,-8.9%,u,12µM*,2.51µM*,11.2µM*,-2.3%,21.2,0.891µM*,-6.4
C=CCNC(=S)NNC(=O)c1cc(-c2cccnc2)nc2ccccc12,-1.4%,10.1,0.9%,3.1%,9.53µM*,-0.2%,-42.4%,-21.9%,-22.1,5.9%,-2.4
O=C(NCc1cccs1)C1CCN(S(=O)(=O)N2CCCC2)CC1,5.5%,19.4,1.3%,-0.5%,1.7%,0.5%,0.5%,-5.0%,-6.5,-4.6%,x
CC(=O)Nc1ccc(NC(=O)COC(=O)CCCc2c[nH]c3ccccc23)cc1,3.1%,-14.7,-5.8%,-3.4%,-14.4%,-1.4%,x,x,3.4,-1.9%,x
O=C(CC(C(=O)O)c1ccc(Cl)cc1)c1ccccc1 (stereo not given),-0.3%,x,0.5%,14.4%,-6.3%,-11.3%,20.1%,-6.4%,-27.7,-1.6%,9.5
O=C(CNC(=O)c1cccc(Cl)c1)N/N=C/C=C/c1ccccc1,4.6%,-12.6,-5.5%,2.1%,-11.4%,7.4%,u,u,-1.0,-7.6%,-0.8
COc1ccc(NC(=O)CSc2nc3ccccc3c(=O)n2CCCO)cn1,7.9%,6.8,-7.0%,-4.1%,-0.3%,-2.4%,x,x,7.4,-4.2%,x
CC(=O)Nc1ccc(S(=O)(=O)N(CC(=O)Nc2cc(C)on2)Cc2ccc(F)cc2)cc1,10.0%,4.5,3.5%,-3.3%,-2.1%,-2.9%,73.2%,u,-6.4,0.7%,3.6
COC(=O)c1ccccc1C(=O)N1CCCC(CCC(=O)NCc2ccc(F)c(F)c2)C1 (stereo not given),0.2%,13.1,0.4%,u,13.5µM*,23.8%,1.1%,-0.3%,3.8,u,3.3
CCCCNCCOc1ccccc1-c1ccccc1,-0.5%,-5.6,-3.0%,-7.0%,0.0%,0.2%,11.3%,-0.3%,-6.2,0.0%,-0.4
O=[N+]([O-])c1ccc(N=Cc2ccc(Br)c([N+](=O)[O-])c2)cc1,-8.3%,-35.3,u,1.5%,2.0%,-1.1%,-13.1%,-13.0%,0.5,1.3%,-7.1
Cc1ccc(NC(=O)CN2C(=O)NC3(CCCC3)C2=O)cc1S(=O)(=O)N1CCCCC1,22.3%,-3.7,-7.3%,-0.2%,-0.6%,-3.2%,x,x,-0.2,-5.2%,x
O=C(Nc1cccc(F)c1)/C(=C\c1cccnc1)NC(=O)c1ccco1,3.3%,3.2,-0.4%,0.3%,0.4%,0.6%,-1.7%,20.0%,4.8,1.4%,-2.5
C[C@@H](OC(=O)c1[nH]cnc1C(=O)N1CCc2ccccc2C1)c1ccccc1,-4.8%,8.3,-0.5%,-0.1%,x,x,x,x,-17.5,x,x
O=C(/C=C/c1ccc(Br)o1)NCc1ccccc1,-10.2%,1.4,-20.3%,0.0%,-11.9%,-0.1%,12.8%,27.9%,40.6[activator],0.7%,-0.3
CCN(CC)S(=O)(=O)c1ccc(C(=O)Nc2ccc(C(F)(F)F)n(C)c2=O)cc1,-7.7%,-8.2,3.7%,-5.9%,-0.9%,-3.1%,3.1%,1.3%,1.5,-3.5%,0.5
COc1cc(C[C@@H](C)[C@@H](C)Cc2ccc(O)c(OC)c2)ccc1O,-0.8%,4.7,-1.0%,-0.7%,x,x,x,x,-8.3,x,x
O=C(Oc1ccccc1OC(=O)N1CCOCC1)N1CCOCC1,0.9%,11.0,-0.8%,2.5%,-1.2%,0.5%,-14.9%[10 µM],5.5%,-2.6,-4.8%,4.2
O=C(/C=N/O)Nc1ccccc1,0.8%,-6.8,-2.5%,1.9%,-4.0%,1.2%,-1.9%,1.8%,5.8,-2.4%,0.0
O=C(c1ccc(-c2ccccc2)cc1)C1CCCN(C(=O)c2cncs2)C1 (stereo not given),-3.5%,-15.1,0.4%,-4.7%,-16.1%,-2.0%,u,-8.8%,3.2,-6.9%,-0.3
COc1cc(/C=C(\C#N)C(=O)Nc2ccccc2F)ccc1OCCN1CCOCC1,3.3%,x,-4.3%,u,-5.7%,26.8%,u,-21.0%,17.0,u,x
CC(OC(=O)/C=C/c1ccco1)C(=O)Nc1cccc([N+](=O)[O-])c1 (stereo not given),-3.8%,-16.0,-14.0%,4.9%,5.7%,2.6%,34.0%,15.2%,5.6,-5.6%,0.7
Cn1c(-c2cnn(-c3ccccc3)c2-n2cccc2)n[nH]c1=S,6.4%,7.4,11.7%,8.1%,-3.0%,-3.1%,u,-15.0%,7.9,-5.4%,0.1
NC(=S)N1CCCc2ccccc21,19.1%,1.8,0.3%,0.3%,-5.5%,-1.2%,6.31µM*,u,-16.6,-8.1%,-0.3
O=C(c1ccc(-n2cncn2)c([N+](=O)[O-])c1)N1CCN(S(=O)(=O)c2ccc(Br)cc2)CC1,-12.6%,-3.7,-13.9%,-12.2%,2.1%,1.4%,x,x,10.1,-1.7%,x
COc1cc(NC(=O)CCC(=O)OCCCC(F)(F)C(F)(F)F)nc(OC)n1,0.6%,-10.7,5.2%,-2.6%,-1.9%,-0.6%,25.5%,4.6%,-6.1,-4.8%,0.5
Cc1cc2occ(CC(=O)N(C)CC(=O)Nc3ccccc3Br)c2cc1C,0.3%,-3.1,-3.7%,0.8%,2.4%,3.6%,x,x,-25.8,1.1%,x
Cc1cc(NS(=O)(=O)c2c(C)c(C)cc(C)c2C)no1,u,-16.3,3.4%,3.1%,-2.1%,-4.3%,15.9%,1.9%,-9.3,-1.7%,x
Oc1ccc(-c2n[nH]c(=S)n2Cc2ccco2)cc1,x,-5.9,-13.6%,-4.4%,2.4%,-2.2%,-44.3%,-0.8%,7.8,-2.9%,1.2
CCOC(=O)c1c(C)oc2c1c1c(c3ccccc32)OCN(Cc2cccnc2)C1,-3.7%,1.9,-7.4%,14.6µM*,26.9µM*,2.7%,1.78µM*,7.94µM*,9.1,4.5%,-56.6*

Screening results (PubChem BioAssay)
